Hsp70 act – switches on Hsp70 transcription. HeLa Hsp70 promoter luciferase reporter, luminescence; scaled: vehicle 0, proteasome-inhibitor control 100%. activation, % at 10 µM. 0.04% of 200,000 active. AID 1203;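 active = activation above the mean across all tested compounds plus 3 SD, cutoff set per campaign, cut at about 5.5% in these data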;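 note: 100% = MG132 at 30 µM as the positive control and 0% = DMSO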
STAT3 inh – reduces IL-6 driven STAT3 reporter signal; U3A cells, IL-6 STAT3-luciferase reporter, luminescence; host cell line lacks STAT1; inhibition, % at 5.5 µM; 0.89% of 190,000 active; AID 862;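 active = inhibition above the mean inhibition across all screened compounds plus 3 SD, cut at about 44% in these data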;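 note: 0% = DMSO only wells and 100% = 100 µM nifuroxazide control wells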
DTT redox prof – compounds producing H2O2 with reducing agent – biochemical, NIH compound library profiling, artefact control for MLSCN library redox annotation, primary screen; AID 878; 0.03% of 200,000 active; activation, % at 10 µM; DTT-dependent redox cycling H2O2, phenol red/HRP absorbance; 100% = 100 µM peroxide control, 0% = buffer;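 active = activation of at least 50% relative to the plate's high and low controls in the primary single-dose screen; inactive = activation below 50%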;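 note: compound incubated with DTT at 0.8 mM final as the reducing agent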
STAT3 act – activators of IL-6 induced STAT3 signaling | U3A cells, IL-6 STAT3-luciferase reporter, luminescence; 100% = signal with IL-6 EC80 alone | activation (% of control), % at 5.6 µM | 0.91% of 190,000 active;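 active = activation above the screen-wide mean of compound activation plus 3 SD, cut at about 130% in these data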;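 note: 0% = background luminescence of wells with medium and substrate only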
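System – human U3A cells carrying STAT3-luciferase construct · Probe or stimulus – Interleukin-6, 33 ng/mL · Schedule – compound 1 h, then IL-6 6 h at 37 °C · Signal – luminescence from STAT3-driven luciferase reporter · Evaluation – percent of IL-6-only median luminescence · Benchmarks – IL-6-only high control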
NF-kB expr up – compounds increasing NF-kB expression in human neuronal cells; fold change at 12.5 µM; 1.6% of 190,000 active; NF-kB reporter expression; hits give high values; in the data active = fold change above about 3.3
Efa HMGR inh – inhibitors of class II HMG-CoA reductase from Enterococcus faecalis | purified E. faecalis HMGR, NADPH absorbance 340 nm kinetic | 0.41% of 190,000 active | inhibition, % at 10 µM;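 active = inhibition above a set limit, the median over all tested compounds plus 3 SD, cut at about 9.5% in these data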;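 note: enzyme runs in reverse so mevalonate oxidation gives rising NADPH absorbance; 0% = complete reaction with DMSO and 100% = background rate lacking mevalonate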
STAT1 activator – increases IFN-gamma driven STAT1 reporter signal; NIH 3T3 STAT1-luciferase reporter, luminescence; 100% = IFN-gamma alone, no compound; activation (% of control), % at 5.5 µM; 2.6% of 200,000 active; AID 932;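 active = activation above the screen-wide mean activation plus 3 SD, cut at about 130% in these data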;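 note: raw ratio to IFN-gamma control signal so 100% means no change and 0% no light; values of inactives mirror those of a sister screen read the other way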
TLR4-MyD88 BLA – TLR4-MyD88 interaction inhibition in cells | O00206+Q99836 | HeLa CL3-4 TLR4/MyD88 BLA complementation, FRET ratio | inhibition, % at 8.4 µM | 0.18% of 200,000 active | AID 861; in the data active = inhibition above about 25%;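 note: 0% = vehicle and 100% = reference inhibitor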
Target sequence (O00206 whole entry, looked up): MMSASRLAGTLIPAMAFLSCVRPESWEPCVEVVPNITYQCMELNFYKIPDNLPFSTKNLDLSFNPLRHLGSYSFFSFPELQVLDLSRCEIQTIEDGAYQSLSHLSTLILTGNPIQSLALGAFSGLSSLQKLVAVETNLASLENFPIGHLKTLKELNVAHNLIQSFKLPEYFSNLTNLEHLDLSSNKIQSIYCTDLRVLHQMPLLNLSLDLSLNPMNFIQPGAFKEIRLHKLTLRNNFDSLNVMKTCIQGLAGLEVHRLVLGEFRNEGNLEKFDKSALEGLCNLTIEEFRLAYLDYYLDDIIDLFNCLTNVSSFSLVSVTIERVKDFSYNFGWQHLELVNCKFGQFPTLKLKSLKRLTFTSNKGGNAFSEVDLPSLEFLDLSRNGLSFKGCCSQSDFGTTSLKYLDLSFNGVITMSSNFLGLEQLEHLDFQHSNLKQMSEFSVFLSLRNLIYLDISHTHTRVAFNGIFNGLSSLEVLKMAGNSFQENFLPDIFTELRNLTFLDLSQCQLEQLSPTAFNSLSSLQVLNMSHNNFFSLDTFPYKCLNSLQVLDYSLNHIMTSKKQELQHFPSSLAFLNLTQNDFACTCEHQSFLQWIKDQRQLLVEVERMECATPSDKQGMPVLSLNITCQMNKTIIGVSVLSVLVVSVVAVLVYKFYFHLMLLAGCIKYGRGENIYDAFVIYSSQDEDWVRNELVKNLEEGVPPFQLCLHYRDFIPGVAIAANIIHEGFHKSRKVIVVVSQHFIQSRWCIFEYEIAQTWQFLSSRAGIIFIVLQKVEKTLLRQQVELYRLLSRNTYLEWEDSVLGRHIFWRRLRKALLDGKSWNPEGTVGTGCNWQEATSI
Target sequence (Q99836 whole entry, looked up): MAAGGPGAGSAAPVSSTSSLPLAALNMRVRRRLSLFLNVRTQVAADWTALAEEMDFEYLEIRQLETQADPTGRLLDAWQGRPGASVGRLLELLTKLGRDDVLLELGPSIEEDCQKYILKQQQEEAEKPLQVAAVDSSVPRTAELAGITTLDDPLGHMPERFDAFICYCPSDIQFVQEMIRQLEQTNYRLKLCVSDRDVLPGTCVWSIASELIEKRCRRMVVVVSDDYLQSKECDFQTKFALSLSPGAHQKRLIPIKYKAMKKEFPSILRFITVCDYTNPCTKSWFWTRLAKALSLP
STAT1 blocker – reduces IFN-gamma driven STAT1 reporter signal | NIH 3T3 STAT1-luciferase reporter, luminescence | inhibition, % at 5.5 µM | 0.35% of 200,000 active | AID 920;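 active = inhibition above a set limit, the mean inhibition across all tested compounds plus 3 SD, cut at about 34% in these data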;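 note: 0% = IFN-gamma with DMSO and 100% = IFN-gamma with 300 µM nifuroxazide; values of inactives mirror those of a sister screen read the other way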
APP 5'UTR act – activates APP 5'UTR luciferase reporter | SH-SY5Y APP 5'UTR luciferase reporter, luminescence; zero percent = DMSO vehicle wells | activation, % at 2 µM | 1% of 190,000 active | AID 1276;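 active = activation above a set limit, based on mean plus 3 SD of controls, cut at about 140% in these data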; note: values of inactives mirror those of a sister screen read the other way
The depositor's hits bear a star; i = inactive; nt = no result given.

SMILES	Hsp70 act	STAT3 inh	DTT redox prof	STAT3 act	NF-kB expr up	Efa HMGR inh	STAT1 activator	TLR4-MyD88 BLA	STAT1 blocker	APP 5'UTR act
CCOc1ccc(C(=O)Oc2ccc(NC(C)=O)cc2)cc1	-0.1	25	0.0	83	0.47	3	75	-18	25	5
CN(Cc1ccccc1)S(=O)(=O)c1ccc(S(=O)(=O)N(Cc2ccc(F)cc2)C2CCCC2)cc1	0.0	7	1.0	98	0.82	2	106	-7	-6	8
C=CCc1cccc(/C=N/NC(=O)CNc2ccccc2)c1O	-0.2	9	-0.4	97	0.82	-1	107	17	-8	-21
Cc1c(Nc2ncnc3c2cnn3-c2ccccc2)c(=O)n(-c2ccccc2)n1C	0.6	-3	2.6	105	0.91	-2	98	1	2	36
Cc1ccc(/C=N/NC(=O)C[n+]2ccccc2)o1	-0.3	4	0.7	98	0.98	-2	102	5	-4	1
CC(C)(C)CC(C)(C)NC(=S)N1CCN(Cc2ccc3c(c2)OCO3)CC1	0.1	5	-0.8	100	1.3	-3	101	7	-1	-5
COc1ccccc1NC(=O)COc1ccc(C(=O)OCC(=O)N2CCCC2=O)cc1OC	-0.5	-7	-0.7	109	1.3	0	102	0	-3	5
CSc1nc(NCc2ccco2)c2sc3nc(C(C)C)c4c(c3c2n1)CC(C)(C)OC4	-0.2	-6	-0.2	109	0.75	2	97	-4	3	-1
CCC(C)NCCCCOc1ccc(Br)cc1 (configuration not stated)	0.1	-2	0.1	98	0.91	0	108	1	-8	-1
CCOc1ccc(S(=O)(=O)n2nc(C)cc2C)c2ccccc12	-0.4	-1	0.4	107	1	0	98	3	1	-11
CCn1ccnc1CN1CCc2c([nH]c3ccccc23)C1C(C)(C)C (configuration not stated)	-0.3	-20	-1.7	122	nt	-3	86	-5	13	6
Cc1ccc(C2(CCNS(=O)(=O)c3ccc(C)cc3)CCOC(C(C)C)C2)cc1 (configuration not stated)	-0.4	-8	0.9	112	1.1	1	104	4	-4	-1
COc1ccc(CCNC(=O)C2CCCN2C(=O)NC2CCCCC2)cc1OC (configuration not stated)	0.4	7	-0.4	98	1.1	-10	100	-2	0	9
CC1CCN(C(=O)C2CCC(CNS(=O)(=O)c3cccc4cccnc34)CC2)CC1 (configuration not stated)	0.0	13	-1.3	96	0.86	-6	91	-4	10	1
CCOc1ccc(CCNC(=O)C2CCN(c3nn4c(=O)cc(C)nc4s3)CC2)cc1	-0.4	1	-0.8	103	0.81	-6	98	-12	1	-30
c1ccc(CNc2ncnc3c2ncn3C2CCCCO2)cc1 (configuration not stated)	0.0	-24	3.9	124	i	-3	122	19	-22	46
CCCC(=O)N1c2ccccc2C(N(C(C)=O)c2ccccc2)CC1C (configuration not stated)	-0.1	9	2.4	96	1.6	0	101	-12	-1	-4
CC(=O)/C(=C/Nc1ccc(Oc2ccccc2)cc1)c1ccccc1	0.3	19	6.0	89	0.85	-1	97	-6	3	2
N=C(N)SCc1cccc2ccccc12	0.1	48*	1.5	68	0.88	-4	81	3	21	1
CCOC(=O)CCS(=O)(=O)c1ccc(-c2ccc(S(=O)(=O)CCC(=O)OCC)cc2)cc1	-0.1	11	-6.0	97	0.96	-6	91	-2	10	-1
COCP(=O)(c1ccccc1)c1ccccc1	-0.1	1	0.2	105	1.1	-2	98	-3	2	-2
Cc1ccc(-n2nnnc2Sc2nc([N+](=O)[O-])nn2C)c(C)c1	-0.2	18	1.3	93	nt	nt	70	-5	33	-1
CCC(C)c1ccc(NC(=O)c2cccs2)cc1 (configuration not stated)	0.1	36	0.2	73	11*	-4	130*	2	-33	150*
CC(=O)Nc1ccccc1Oc1ccccc1	-0.3	-1	-0.7	106	1	-5	98	3	0	20

Printed as active in APP 5'UTR act (from the list above):
SMILES | Hsp70 act | DTT redox prof | STAT3 act | NF-kB expr up | Efa HMGR inh | STAT1 activator | TLR4-MyD88 BLA | STAT1 blocker | APP 5'UTR act
CCC(C)c1ccc(NC(=O)c2cccs2)cc1 (configuration not stated) | 0.1 | 0.2 | 73 | 11* | -4 | 130* | 2 | -33 | 150*

The list continues:
SMILES	Hsp70 act	STAT3 inh	DTT redox prof	STAT3 act	NF-kB expr up	Efa HMGR inh	STAT1 activator	TLR4-MyD88 BLA	STAT1 blocker	APP 5'UTR act
CC(C)(C)NC(=O)NC(=O)CN1CCCCCCC1	-0.1	-3	-1.9	106	1.1	2	105	1	-5	-4
COc1ccc(S(=O)(=O)N/N=C\c2ccc3c(c2)OCO3)cc1	-0.2	15	0.9	97	0.96	-5	98	9	3	23
Cc1cccc(NC(=O)CN2C(=O)CSC2=O)c1	-0.1	6	0.1	100	1.4	5	99	-2	1	3
CCOC(=O)c1[nH]c2ccc(OC)cc2c1NC(=S)N1CCN(c2cccc(C)c2C)CC1	0.0	0	0.8	102	0.75	0	90	5	11	10
Cc1cccc(C)c1NC(=O)CSc1nnc(C)c(=O)[nH]1	0.5	4	-0.5	99	0.82	-1	106	-1	-8	-22
O=C(Cn1cnc2c(nnn2-c2ccc(F)cc2)c1=O)N1CCCc2ccccc21	-0.1	13	1.7	91	0.79	-2	96	3	4	8
CCOC(=O)N1CCN(C2CC(=O)N(c3ccc(Cl)c(Cl)c3)C2=O)CC1 (configuration not stated)	-0.4	8	0.3	95	1.1	-1	97	8	3	-24
COc1cc(C(=O)Oc2ccccc2/C=N/NC(=O)c2ccc(Cl)cc2)cc(OC)c1OC	-0.3	-10	0.5	106	1.7	3	131*	-4	-35	-40
CCCn1c(=O)c(C(=O)Nc2ncccc2C)c(O)c2ccccc21	-0.3	2	-1.5	100	1.1	1	106	-17	-9	-15
CN(C)S(=O)(=O)c1ccc(N2CCCC2)c(C(=O)Nc2ccccc2OC(F)F)c1	-0.1	6	-0.2	102	1.1	-5	91	0	9	7
CCOC(=O)c1[nH]c(C)c(C(=O)N2CCc3ccccc32)c1C	1.2	-18	1.0	118	2.6	-2	96	-6	4	-96
Cc1nn(C(C)CC(=O)O)c(C)c1Br (configuration not stated)	-0.3	-4	0.0	100	1.1	0	106	10	-7	13

Sorted by SMILES length (descending): some entries from above
SMILES	Hsp70 act	STAT3 inh	DTT redox prof	STAT3 act	NF-kB expr up	Efa HMGR inh	STAT1 activator	TLR4-MyD88 BLA	STAT1 blocker	APP 5'UTR act
COc1cc(C(=O)Oc2ccccc2/C=N/NC(=O)c2ccc(Cl)cc2)cc(OC)c1OC	-0.3	-10	0.5	106	1.7	3	131*	-4	-35	-40
CN(C)S(=O)(=O)c1ccc(N2CCCC2)c(C(=O)Nc2ccccc2OC(F)F)c1	-0.1	6	-0.2	102	1.1	-5	91	0	9	7
CCCn1c(=O)c(C(=O)Nc2ncccc2C)c(O)c2ccccc21	-0.3	2	-1.5	100	1.1	1	106	-17	-9	-15

Returning to the listing with the five entries that preceded the break.
SMILES	Hsp70 act	STAT3 inh	DTT redox prof	STAT3 act	NF-kB expr up	Efa HMGR inh	STAT1 activator	TLR4-MyD88 BLA	STAT1 blocker	APP 5'UTR act
COc1cc(C(=O)Oc2ccccc2/C=N/NC(=O)c2ccc(Cl)cc2)cc(OC)c1OC	-0.3	-10	0.5	106	1.7	3	131*	-4	-35	-40
CCCn1c(=O)c(C(=O)Nc2ncccc2C)c(O)c2ccccc21	-0.3	2	-1.5	100	1.1	1	106	-17	-9	-15
CN(C)S(=O)(=O)c1ccc(N2CCCC2)c(C(=O)Nc2ccccc2OC(F)F)c1	-0.1	6	-0.2	102	1.1	-5	91	0	9	7
CCOC(=O)c1[nH]c(C)c(C(=O)N2CCc3ccccc32)c1C	1.2	-18	1.0	118	2.6	-2	96	-6	4	-96
Cc1nn(C(C)CC(=O)O)c(C)c1Br (configuration not stated)	-0.3	-4	0.0	100	1.1	0	106	10	-7	13
CN(C)S(=O)(=O)c1cc(NC(=O)COC(=O)Cc2ccc(Cl)cc2Cl)ccc1Cl	-0.2	13	-0.9	96	1.1	-9	94	5	7	0
COc1ccc(-c2nc(-c3ccc4c(c3)OCO4)[nH]c2-c2ccc(OC)cc2)cc1	-0.1	16	0.0	86	0.7	-4	96	1	4	9
COc1ccc(S(=O)(=O)NCCSCc2ccccc2C)cc1Br	-0.2	4	3.1	102	1.4	-2	100	3	0	0
O=C(CSc1nnc2ccccn12)N1CCc2ccccc2C1	0.3	-6	-2.2	108	2	-4	115	7	-14	26
CC(Sc1nc2cc([N+](=O)[O-])ccc2n1-c1cccc(C(F)(F)F)c1)C(=O)NC(N)=O (configuration not stated)	-0.2	0	-0.3	101	1.3	-3	104	-2	-5	1
CCCCC(=O)OCCNC(=O)c1cc2ccccc2oc1=O	-0.1	-6	1.9	108	1.3	0	100	-5	-1	0
O=C(N/N=C/c1ccco1)c1cccc(N2CCCC2=O)c1	-0.3	1	-0.5	98	1.6	-2	100	-6	0	17
CSc1ccc(CN2CCN(Cc3ccccc3)C(CCO)C2)cc1 (configuration not stated)	-0.3	7	-1.5	97	1.2	11*	98	-2	1	0
Cc1ccc(Cl)cc1NC(=O)CCC(=O)Nc1cc(Cl)ccc1C	-0.1	3	0.5	98	1	-2	98	-6	2	9
O=C(Cn1cnc([N+](=O)[O-])n1)NCc1ccccc1	0.4	11	-1.6	97	1.1	2	100	2	0	31
Cc1ccc(S(=O)(=O)CC(=O)N(C)C)cc1	0.1	-1	0.9	104	1.1	-5	104	0	-4	32
COc1ccccc1OCc1nc2ccccc2[nH]1	0.5	10	-0.9	95	4*	-3	132*	-4	-34	83
Cc1ccc(CNC(=O)CCCCn2c(=O)[nH]c3ccsc3c2=O)cc1	-0.1	0	-0.6	101	0.99	2	99	-11	-2	-5
Cc1nn(CC#N)c(=O)n1-c1ccc(Cl)cc1	-0.1	0	-1.6	103	1.1	-3	102	-2	-3	-2
Cc1sc2ncn(CC(=O)OC(C)C)c(=O)c2c1C	0.0	-3	0.0	103	1.3	-1	101	-11	-1	4
Cc1occc1-c1nnc(SCc2cc(=O)n3cc(Br)ccc3n2)n1C	0.4	-12	-0.1	111	1.1	-11	89	-6	12	3
CCN(CC)S(=O)(=O)c1cccc(C(=O)N2CC(O)CC2C(=O)OC)c1 (configuration not stated)	-0.1	6	2.0	98	0.91	1	105	5	-6	-11
